UPR CHOP act = activators of apoptotic arm of unfolded protein response (CHOP); activation, % at 10 µM; 0.34% of 330,000 active; CHO-CHOP luciferase reporter, UPR activation, luminescence; percent of tunicamycin response over DMSO baseline;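 active = at 10 µM dose, activation of 40% or more, normalized to positive control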;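 note: 100% = tunicamycin at 10 µg/mL and 0% = DMSO alone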
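Assay system: CHO cells with stable CHOP pathway luciferase reporter; Buffer or medium: F12 plus 10% serum; Times: 16-18 h cell attachment, then 6 h compound exposure, 37 °C; Signal: luciferase luminescence; Read-out basis: percent activation relative to tunicamycin control; Control set: tunicamycin high control, DMSO low control.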
Jurkat NFkB inh = lowers PMA/ionomycin-induced NF-kB signal in Jurkat cells. 0.53% of 330,000 active. inhibition, % at 4 µM. PMA/ionomycin-induced NF-kB luciferase reporter, luminescence; in the data active = inhibition above about 50%
CCR6 antag = CCR6 (human) receptor antagonism. 0.49% of 340,000 active. P51684. inhibition, % at 20 µM. AID 493098. CHO-K1 CCR6 PathHunter beta-arrestin, luminescence, CCL20-stimulated;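 active = compounds whose inhibition of the agonist-driven luminescence signal at 20 µM reaches about 50%, limit read from the data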;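 note: cells stimulated with CCL20 at 14 nM final; plate controls were DMSO with CCL20 for no effect and DMSO without agonist for full effect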
Target sequence (P51684 whole entry, looked up): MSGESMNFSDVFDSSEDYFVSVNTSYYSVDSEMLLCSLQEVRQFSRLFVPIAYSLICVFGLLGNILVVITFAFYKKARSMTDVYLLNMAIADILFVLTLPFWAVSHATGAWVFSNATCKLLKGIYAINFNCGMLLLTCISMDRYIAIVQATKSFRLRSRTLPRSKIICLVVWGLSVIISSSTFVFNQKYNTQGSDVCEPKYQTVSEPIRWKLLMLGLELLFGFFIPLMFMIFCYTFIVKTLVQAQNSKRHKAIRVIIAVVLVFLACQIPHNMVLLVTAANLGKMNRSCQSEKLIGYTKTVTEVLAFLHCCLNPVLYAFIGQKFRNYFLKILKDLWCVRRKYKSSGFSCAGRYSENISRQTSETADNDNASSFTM
Mdm2-MdmX inh = inhibitors of human Mdm2/MdmX interaction | SaOS-2 split-luciferase Mdm2/MdmX complementation, luminescence | inhibition, % at 8 µM | O15151+Q00987 | 3% of 330,000 active;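 active = inhibition of at least 50% at 8 µM in the primary screen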
697 NFkB inh = inhibitors of the PMA/ionomycin-induced NF-kB reporter in 697 B cells; 697 B-cell NF-kB luciferase reporter, 16 h; inhibition, % at 4 µM; 0.33% of 330,000 active; AID 435022; in the data active = inhibition above about 35%
UPR XBP1 act = activators of adaptive arm of unfolded protein response (XBP1); 0.33% of 330,000 active; AID 463104; activation, % at 20 µM; CHO-XBP1 luciferase reporter, IRE1-XBP1 UPR activation, luminescence; percent of tunicamycin response, DMSO as zero;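 active = versus positive control, 20 µM dose yields 30% or more activation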;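 note: 100% = tunicamycin at 10 µg/mL and 0% = DMSO only wells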
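Assay system: CHO-XBP1 luciferase reporter cells; Schedule: 6 h treatment, 37 °C; Detection: glow luminescence from Steady-Glo reagent; Benchmarks: high control tunicamycin 10 µg/mL final, low control DMSO vehicle only.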
EBI2 antag = EBI2 (human) antagonism; 0.81% of 360,000 active; P32249; AID 651636; EBI2 beta-arrestin recruitment, luminescence, 7a,25-OHC stimulated; inhibition, % at 5 µM; in the data active = inhibition above about 38%;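 note: enzyme fragment complementation signal reports receptor beta-arrestin coupling in cells; 0% = agonist plus DMSO wells and 100% = wells without agonist; some results beyond the cut were filed as inactive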
Target sequence (P32249 whole entry, looked up, the tested form may be a part): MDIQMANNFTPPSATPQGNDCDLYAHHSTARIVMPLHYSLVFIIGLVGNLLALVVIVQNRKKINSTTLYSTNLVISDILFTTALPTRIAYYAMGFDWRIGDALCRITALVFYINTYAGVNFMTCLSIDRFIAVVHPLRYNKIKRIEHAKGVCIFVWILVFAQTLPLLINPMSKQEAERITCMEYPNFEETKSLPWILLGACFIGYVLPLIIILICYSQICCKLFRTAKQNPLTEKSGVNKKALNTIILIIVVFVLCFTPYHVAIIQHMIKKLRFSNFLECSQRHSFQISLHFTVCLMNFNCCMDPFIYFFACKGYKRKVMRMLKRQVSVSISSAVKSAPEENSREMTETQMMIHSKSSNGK
CXCR6 block = CXCR6 (human) receptor inhibition; 0.36% of 360,000 active; CHO-K1 PathHunter CXCR6 beta-arrestin, luminescence; inhibition, % at 20 µM; AID 602244; O00574; in the data active = inhibition above about 34%, passing the limit was not always enough;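 note: antagonist mode with CXCL16 agonist at 10 nM final; 0% = 10 nM CXCL16 with DMSO and 100% = unstimulated wells without agonist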
Gli-Sufu block = Gli-Sufu pathway antagonism; inhibition, % at 5 µM; Sufu-KO-LIGHT fibroblasts, Gli luciferase reporter luminescence; 0.74% of 340,000 active;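 active = inhibition above about 55%, limit read from the data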;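 note: 0% = DMSO-treated cells and 100% = wells with medium but no cells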
An asterisk follows results filed as active; . = no result given.

smiles,EBI2 antag,Jurkat NFkB inh,Mdm2-MdmX inh,Gli-Sufu block,697 NFkB inh,CCR6 antag,UPR CHOP act,UPR XBP1 act,CXCR6 block
COC(=O)C(CCSC)NC(=O)c1cn(-c2ccc(OC)cc2)c(=O)c2ccccc12 (configuration not stated),-6,4,18,-3,-11,0,3.4,-5,-12
CCCCn1c(SCC(=O)OCC)nc2c(sc(=S)n2-c2ccccc2OC)c1=O,8,-2,10,25,-7,16,-1.1,-4,11
CC(C)CC(COCc1ccc(Cl)cc1)N1CCN(C(=O)c2ccc(C(F)(F)F)cc2)CCC1=O (configuration not stated),14,-10,31,-3,-14,21,0.6,-3,4
O=C(O)CNC(=O)C(Cc1ccccc1)NC(=O)OCc1ccccc1 (configuration not stated),-1,-15,-7,-7,-11,11,-1.3,0,-1
OCCNCc1cc(Br)ccc1OCc1ccccc1Cl,5,12,25,26,-10,2,-1.8,-1,-13
COC(=O)c1ccc(COc2cccc3c2CCN(Cc2ccccc2)C3=O)o1,-9,16,-13,1,-10,23,4.2,-1,-5
Nc1nonc1-n1nnc(C(=O)N/N=C/c2ccccn2)c1CNc1ccccc1,-5,5,17,0,8,-2,0.9,-4,1
O=[N+]([O-])c1cccc(S(=O)(=O)N2CCCC2)c1,-16,15,14,-4,4,-10,1.1,-2,-10
COc1cccc(CNc2ccc(N3CCCCC3)cc2)c1OC,-5,6,12,-2,-9,21,6.2,1,-5
Cc1cccnc1NC(=O)Nc1cccc(Cl)c1,15,-87,-64,-47,-92,14,6.2,-2,-10
CC(NC(=O)c1cc(S(=O)(=O)N2CCOCC2)ccc1N1CCCC1)c1ccc(Cl)c(Cl)c1 (configuration not stated),12,-7,43,10,11,16,0.2,-7,5
O=C(CSc1nncs1)Nc1ccc(N2CCCCC2)cc1,-7,-5,-20,-12,-10,3,2.4,0,8
CC(C)N1CC2=C(C1=O)C(c1ccc(O)cc1)NC(=O)N2C (configuration not stated),-10,9,7,-8,9,6,-0.5,-2,-7
CCC1CCCCN1C(=O)Cn1c(C(=O)OC)cc2sc(Cl)cc21 (configuration not stated),13,12,-21,7,-27,13,-0.9,1,10
COc1ccc(CCNC(=O)CC(NS(=O)(=O)c2ccc(NC(C)=O)cc2)C(C)C)cc1OC (configuration not stated),-4,-6,-23,12,-17,25,0.6,-1,-5

4 compounds from above, reduced to UPR XBP1 act.
SMILES	UPR XBP1 act
Cc1cccnc1NC(=O)Nc1cccc(Cl)c1	-2
CC(NC(=O)c1cc(S(=O)(=O)N2CCOCC2)ccc1N1CCCC1)c1ccc(Cl)c(Cl)c1 (configuration not stated)	-7
O=C(CSc1nncs1)Nc1ccc(N2CCCCC2)cc1	0
CC(C)N1CC2=C(C1=O)C(c1ccc(O)cc1)NC(=O)N2C (configuration not stated)	-2

Taken from above.
EBI2 antag, COc1cccc(CNc2ccc(N3CCCCC3)cc2)c1OC reads -5
CCR6 antag, O=C(CSc1nncs1)Nc1ccc(N2CCCCC2)cc1 reads 3

Additional structures:
smiles,EBI2 antag,Jurkat NFkB inh,Mdm2-MdmX inh,Gli-Sufu block,697 NFkB inh,CCR6 antag,UPR CHOP act,UPR XBP1 act,CXCR6 block
CC(=O)Nc1ccc(NC(=O)C2CCCN2S(=O)(=O)c2cccc3nsnc23)cc1 (configuration not stated),-16,7,7,-6,18,-3,0.7,-2,5
CCOc1ccccc1Nc1ncnc2ccccc12,-2,-29,-12,14,-90,4,-0.6,-4,8
CS(=O)(=NS(=O)(=O)c1ccc(Cl)cc1)c1ccccc1 (configuration not stated),3,12,23,49,-4,3,-2.5,2,2
Cc1cc(C(=O)NC(=S)Nc2ccccc2N2CCOCC2)ccc1[N+](=O)[O-],20,15,20,10,-37,46,-1.3,-1,33
Cc1ccccc1NC(=O)c1cccc(N2C(=O)C3CCCCC3C2=O)c1 (configuration not stated),-15,-7,28,41,8,10,-1.5,-3,-6
CCN(CC)c1ccc(N/C(N)=N/c2nc(C(F)(F)F)cc(=O)[nH]2)cc1,2,31,29,18,-21,14,-1.0,4,-4
CCC(CC)N1CCN(C(=O)c2cc(OC)c(OC)c(OC)c2)CC1,-2,21,-11,3,-3,11,1.7,-5,-1
CCN(CC)CCNC(=O)/C(=C/c1cn(C)c2ccccc12)NC(=O)c1ccc(OC)c(OC)c1,-5,-19,20,-1,0,-14,1.2,-2,-25
Cc1ccc(NC(=O)CSc2ncn[nH]2)cc1S(=O)(=O)N1CCOCC1,-2,-9,-30,27,1,0,0.2,2,5
C=CCn1c(-c2cccc(Cl)c2)n[nH]c1=S,8,-1,5,2,18,-3,0.5,-3,-1
COc1ccc(C2CC(c3ccccc3OC(=O)/C=C/c3ccccc3)=NN2C(C)=O)cc1 (configuration not stated),14,-3,0,-1,-19,20,1.8,-2,6
CCn1c(SC)nnc1-c1c[nH]c2ccccc12,-5,-1,-21,-3,-14,8,2.2,0,-6
O=C(CN1CCC(n2nnc3cc(C(F)(F)F)ccc32)CC1)Nc1ccc2c(c1)CCC2,15,23,41,7,9,6,-2.5,-5,-2
Cc1cc(C)n(-c2cc(C)c(C)cc2Br)n1,4,10,12,-1,-14,7,-1.7,-2,1
C[C@@H]1C[C@@H]2OC(=O)[C@]3(C)[C@H]2[C@@H](OC3(C)O)[C@]2(C)C(=O)CC[C@H]12 (some centres not stated),.,15,-5,.,5,.,-0.7,1,.
Cc1cc(C)n(-c2nc3ccccc3c(=O)n2OC2CCCCC2)n1,2,6,23,3,3,-7,0.5,-3,-2
CC(C)c1ccc(C(C(=O)NC(C)(C)C)N(C(=O)CNC(=O)c2ccco2)c2cccnc2)cc1 (configuration not stated),4,10,20,10,7,7,3.0,-2,-12
O=C(O)C12C3CCC(O3)C1(C(=O)O)C1CCC2O1 (configuration not stated),-6,.,.,-14,.,-3,.,.,0
Cc1nnc(NC(=O)CSc2nc(C(C)C)nc3ccccc23)s1,-1,14,76*,12,-33,6,1.3,-2,2
COc1ccc(NC(=O)CSc2nnc(N)s2)cc1S(=O)(=O)N1CCCCC1,-11,2,27,0,9,5,0.3,-1,6
CC(=O)Nc1nc(C)c(-c2nc3ccc([N+](=O)[O-])cc3[nH]2)s1,7,10,22,-13,-4,22,2.3,6,8
CCOc1cccc(NC(=O)Cn2nc(-c3ccc4c(c3)OCCO4)ccc2=O)c1,-2,-2,13,-1,23,3,-4.1,-4,4
Cc1ccc(C)c(OCCC(=O)OCC(=O)Nc2cc(S(=O)(=O)N3CCOCC3)ccc2C)c1,5,5,-14,-9,11,5,-0.1,-7,0
O=C(c1ccc(CS(=O)Cc2ccccc2Cl)o1)N1CCN(c2cccc(Cl)c2)CC1 (configuration not stated),3,-1,21,2,-9,20,-3.0,-10,-16
O=S(CC(O)COCc1ccc(Cl)cc1)c1ccccn1 (configuration not stated),4,5,-17,6,13,-1,1.2,1,4
O=C1NC[C@H](Cc2ccccc2)N(C[C@H]2CCCN2C[C@H](Cc2ccccc2)N2C[C@H](Cc3ccc(O)cc3)N(CCc3ccccc3)C(=O)C2=O)C1=O,-5,.,.,-28,.,13,.,.,5
CC12CN3CCN(CC(C3)C1(O)CN1CCCCC1)C2 (configuration not stated),0,0,15,12,10,6,0.3,-4,1
N#C/C(=C\c1ccco1)C(=O)Nn1cnnc1,-5,10,22,7,4,8,-1.0,1,-9
CCOc1cc(/C=N/N=C(/N)c2nonc2N)cc(Br)c1OCc1ccc(Cl)cc1,7,7,30,-3,10,-1,1.7,70*,0
O=C(NCC1CCCO1)c1ccc(NC(=O)c2cccc(Br)c2)cc1 (configuration not stated),-10,-10,2,11,20,15,2.6,0,-3
Cc1cc2occ(CC(=O)NC3CCCc4ccccc43)c2cc1C (configuration not stated),-12,13,2,-12,1,0,-2.0,-1,-5
COc1ccc(NC(=O)Nc2nnc(-c3cccs3)s2)cc1,1,-65,-48,-68,-90,9,4.0,1,4
CC(C)(C)c1ccc(-c2noc(CCC(=O)NCC3CCCO3)n2)cc1 (configuration not stated),-1,8,-70,73*,96*,-18,-4.6,-2,-2
Cn1c(=O)c(-c2ccccc2)cc2ccccc21,5,.,.,-39,.,13,.,.,4
CC(O)(CS(=O)(=O)Cc1cccc(C(F)(F)F)c1)C(=O)Nc1cccc(C(F)(F)F)c1 (configuration not stated),-1,8,22,0,22,1,1.3,-2,1
Cc1ccc(S(=O)(=O)c2cc3c(=O)n4ccccc4nc3n(C3CCCCC3)c2=N)cc1,18,8,33,25,3,4,4.0,9,11
O=C(CCCOC(=O)c1ccc(O)cc1O)c1ccccc1,-6,4,-14,-1,-13,6,0.9,1,-3
CCOc1ccc(NC(=O)NCc2ccco2)cc1,-4,-7,-18,-17,2,7,-0.1,3,-10
CN(CC(=O)Nc1ccc(F)c(F)c1F)C(=O)Cn1cnc2c1c(=O)n(C)c(=O)n2C,6,-7,9,-1,0,-1,0.6,-1,1
C=CCN(c1ccccc1)S(=O)(=O)c1cccc2cccnc12,-1,2,20,6,11,9,-0.3,-1,8
COc1ccc(-c2coc3c(CN4CCCCC4C)c(O)ccc3c2=O)cc1 (configuration not stated),13,-7,-5,3,-13,4,2.0,2,10

Printed as active in Mdm2-MdmX inh, among the entries above:
SMILES | EBI2 antag | Jurkat NFkB inh | Mdm2-MdmX inh | 697 NFkB inh | CCR6 antag | UPR XBP1 act | CXCR6 block
Cc1nnc(NC(=O)CSc2nc(C(C)C)nc3ccccc23)s1 | -1 | 14 | 76* | -33 | 6 | -2 | 2

Bioassay records deposited in PubChem by Sanford-Burnham Center for Chemical Genomics.
